Cardio protect: cardioprotection against H2O2-induced cell death, primary screen, uHTS, H9c2 cells, ATPLite luminescence; H9c2 cardiomyocytes, H2O2 injury protection, 2 h; protection from H2O2 cell death, % at 20 µM; hit rate 0.63% among 360,000; AID 588492, 2011;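 active = compounds giving at least 50% protection of heart cells from peroxide-induced death in the single-dose screen, raw or plate-pattern-corrected value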;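 note: 0% = DMSO wells with peroxide and 100% = DMSO wells without peroxide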
N-glyco inh: increase of ERlucT glycosylation luciferase signal, primary screen, N-linked glycosylation inhibitor project, D54 ERlucT cells, luminescence, set 2. D54 ERlucT glycosylation luciferase reporter, 24 h; percent of 100 nM tunicamycin response. reporter increase, % at 12.5 µM. hit rate 0.23% among 360,000. AID 588692, 2011;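 active = mean luciferase reporter signal, scaled so untreated is 0 and the glycosylation-blocking control 100, at or above a set limit in every replicate; inconclusive = mean reaches the limit but not every replicate does; inactive = mean below the limit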;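 note: luciferase carries N-glycosylation sites so blocking glycosylation raises the light; 0% = median of neutral control wells and 100% = median of 100 nM tunicamycin wells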
Granule exo inh: LAMP-1 surface exposure blockers, TALL-104 cells – cell-based, flow cytometry, MLPCN library, primary screen. TALL-104 LAMP-1 surface exposure; cells stimulated with thapsigargin and PMA. hit rate 0.66% among 360,000. AID 651702, 2012. inhibition, % at 10 µM;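 active = inhibition above about 55%, limit read from the data; inconclusive = no clear call, values can overlap the other calls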
PDI inh: inhibitors of human PDI, primary screen, biochemical, turbidity, single point, plate reader; hit rate 0.052% among 350,000; inhibition, % at 10 µM; PDI insulin aggregation turbidity, A650, 90 min;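 active = mean inhibition across replicates of 30% or more, whatever share of single replicates reach that level; inconclusive = mean inhibition below 30% while every single replicate reaches 30%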;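 note: absorbance from insulin aggregation driven by PDI reduction with DTT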
CaV13 FRET inh: Disruptors of the CACNA1D IQ motif to Ca2+-dependent inactivation inhibitor domain association, primary screening, Förster resonance energy transfer in intact living …; hit rate 0.098% among 340,000; HEK cells, CFP/YFP FRET ICDI-IQ, plate reader, 10 min; percent FRET-ratio fall versus neutral wells; AID 743397; inhibition, % at 12.3 µM;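 active = mean replicate inhibition of at least 30% and at least 1% of replicates passing that level; inconclusive = only one of the two criteria is met; inactive = neither criterion is met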;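 note: 0% = median of the neutral control wells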
ABHD5 PLIN5 PPI: ABHD5-PLIN5 interaction inhibitors, primary screen, cell lysate, split luciferase complementation, luminescence; Perilipin-5 (Homo sapiens) + 1-acylglycerol-3-phosphate O-acyltransferase ABHD5 (Homo …; Split G. princeps luciferase complementation, 4 h; inhibition, % at 4 µM; hit rate 0.78% among 360,000; AID 602281, 2012;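 active = inhibition above the mean inhibition across every tested compound plus 3 SD, cut at about 22% in these data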;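 note: 0% = DMSO only wells and the 100% control is not disclosed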
Target sequence (Q00G26 whole entry, looked up): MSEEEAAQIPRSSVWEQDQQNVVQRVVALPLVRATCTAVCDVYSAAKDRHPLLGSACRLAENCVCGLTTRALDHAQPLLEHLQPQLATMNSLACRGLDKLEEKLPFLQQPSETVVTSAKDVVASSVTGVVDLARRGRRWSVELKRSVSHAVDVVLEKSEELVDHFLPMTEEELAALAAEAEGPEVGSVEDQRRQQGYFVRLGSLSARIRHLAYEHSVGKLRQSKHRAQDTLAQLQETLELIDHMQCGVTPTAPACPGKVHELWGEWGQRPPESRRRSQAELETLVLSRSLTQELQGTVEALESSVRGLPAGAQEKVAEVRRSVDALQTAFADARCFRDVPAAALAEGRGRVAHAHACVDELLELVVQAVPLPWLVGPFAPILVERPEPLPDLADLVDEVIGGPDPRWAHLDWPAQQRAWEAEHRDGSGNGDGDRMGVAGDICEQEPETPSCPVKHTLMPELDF
Target sequence (Q8WTS1 whole entry, looked up): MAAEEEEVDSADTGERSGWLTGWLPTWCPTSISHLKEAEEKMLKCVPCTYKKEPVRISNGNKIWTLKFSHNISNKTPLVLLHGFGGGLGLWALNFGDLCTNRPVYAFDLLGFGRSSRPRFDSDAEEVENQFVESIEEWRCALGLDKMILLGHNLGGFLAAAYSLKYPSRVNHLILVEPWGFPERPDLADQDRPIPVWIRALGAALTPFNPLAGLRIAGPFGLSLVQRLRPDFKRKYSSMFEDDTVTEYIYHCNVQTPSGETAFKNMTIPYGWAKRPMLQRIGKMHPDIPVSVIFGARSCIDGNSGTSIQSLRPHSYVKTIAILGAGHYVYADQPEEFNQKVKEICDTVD
HTR2A ag: mouse Htr2a agonists via beta-arrestin recruitment, primary screen, cell-based, luminescence; hit rate 0.66% among 360,000; activation, % at 7.6 µM; 5-hydroxytryptamine receptor 2A (Mus musculus), P35363; CHO-K1 mHTR2A beta-arrestin complementation; percent of 30 µM serotonin response; AID 624169, 2012;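 active = activation above a run cutoff, the mean activation of all tested compounds plus 3 SD, cut at about 14% in these data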;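 note: 0% = plate median of compound wells and 100% = 30 µM serotonin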
MC4R barr agon: MC4R agonists recruiting beta-arrestin, primary screen, cell-based, luminescence, agonist arm of biased-ligand search; hit rate 0.98% among 360,000; U2OS MC4R beta-arrestin complementation; percent of melanotan II response, DMSO zero; AID 540308, 2011; activation, % at 8.9 µM; Melanocortin receptor 4 (Homo sapiens), P32245;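 active = activation above a per-plate cutoff, the mean activation of sample wells on that plate plus 3 SD, cut at about 8% in these data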
ABCB6 inh 2: ABCB6 transporter inhibitors, primary screen, K562-ABCB6 cells, flow cytometry, MLPCN library; hit rate 0.19% among 360,000; K562-ABCB6 porphyrin accumulation, 1 h; hits give low values; fluorescence ratio to DMSO, % at 10 µM;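 active = fluorescence ratio to DMSO below 75%, the collection mean minus 3 SD; inconclusive = too few cells collected in the well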;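 note: signal is porphyrin accumulated inside mitochondria; 100% equals median channel fluorescence of DMSO control wells; lower ratio means ABCB6 inhibition with less porphyrin fluorescence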
MC4R antagonist: MC4R antagonists of cAMP signaling, primary screen, cell-based, TR-FRET, antagonist arm of biased-ligand search; MC4R-expressing cells, MTII-stimulated cAMP, LANCE TR-FRET; inhibition, % at 6.5 µM; hit rate 0.48% among 360,000;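 active = inhibition above its plate's cutoff, the mean of tested wells on that plate plus 3 SD, cut at about 29% in these data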;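 note: 0% = Melanotan II alone and 100% = Melanotan II plus saturating MCL0020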
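Material – human MC4R-expressing U2OS cells · Repeats – no replicates · Detection – TR-FRET with Eu-cAMP and labeled anti-cAMP, 671 nm · Times – compound 30 min, challenge 1 h, detection 1 h · Compound – single nominal compound dose of 6.5 µM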
* marks the source's active call; other numbers are inactive results; u = inconclusive; x = not tested or not shown.

SMILES	Cardio protect	N-glyco inh	Granule exo inh	PDI inh	CaV13 FRET inh	ABHD5 PLIN5 PPI	HTR2A ag	MC4R barr agon	ABCB6 inh 2	MC4R antagonist
NC(=O)CSc1oc(-c2cccs2)nc1S(=O)(=O)c1ccccc1	13	-4	-9	10	1	2	-1	-0.1	100	-5
Cc1cccc(C)c1Nc1nnc(SCC(=O)NCc2cccs2)s1	1	0	-4	25	-15	-4	2	-2.8	104	16
Cc1ccccc1COC(=O)CCCC1=NS(=O)(=O)c2ccccc2N1	-5	0	1	14	-2	-4	-5	-1.7	100	3
CC(C)NC(=O)C1CC(=O)N(c2ccc(F)c(Cl)c2)C1 (centres undefined)	-4	2	1	4	x	4	9	1.8	115	11
CCOC(=O)c1c(O)c2c(n(Cc3ccco3)c1=O)CCCC2	16	2	3	-2	-6	13	15*	2.7	99	-4
Cc1ccccc1-c1nnc(SCC(=O)NCC2CCCO2)o1 (centres undefined)	-3	0	-3	-1	-4	0	4	0.3	100	5
CC(=O)Nc1ccc(SC[C@H](C)CN2CC[C@H](C(C)(C)C)CCC2=O)cc1	-2	-1	1	1	-6	-10	-8	0.4	94	6
CCCOc1cc(N(CC)CC)ccc1/C=C(/C#N)c1nc2ccc(C)cc2[nH]1	-10	-7	0	2	-15	10	-3	-0.9	836	7
Cc1cn([C@H]2C[C@H](O)[C@@H](/C=C/C(=O)NCCc3ccc4ccccc4c3)O2)c(=O)[nH]c1=O	7	0	-4	x	-3	-3	5	x	100	x
CCN(CC)CCN(Cc1cc2cc3c(cc2[nH]c1=O)OCO3)C(=S)NCCCN(C)C	0	1	-17	-11	-5	-1	0	1.4	103	-3
CC(=O)c1ccccc1NC(=O)Cn1c(=O)cnc2ccccc21	22	-2	-1	4	-18	-4	8	0.5	104	20
O=C(NC(=S)Nc1ccc(Cl)cn1)c1cccs1	-39	-5	2	-4	-5	2	-4	-2.2	96	-1
CC(C)CC1(C)NC(=O)N(Cc2cc([N+](=O)[O-])cc3c2OCOC3)C1=O (centres undefined)	3	-1	-4	0	-2	2	0	-0.2	91	6
Cc1cccc(OCC(=O)Nc2ccc(N3CCN(S(C)(=O)=O)CC3)cc2)c1	-5	3	-1	-6	-5	-1	5	1.0	99	-3
CCOC(=O)N/N=C/c1ccc(N2CCOCC2)s1	2	3	-4	-9	-19	-4	5	1.5	99	-11
COC(=O)C(C)Oc1ccc(=O)[nH]n1 (centres undefined)	10	1	-1	8	x	6	2	1.5	104	-1
O=c1ccc(S(=O)(=O)N2CCCC2)cn1Cc1nc(-c2ccccc2)no1	3	0	-21	1	-6	-11	11	-1.1	99	5
CN(C)C(=N)c1n[nH]nc1SCc1ccccc1	4	0	-1	4	-7	0	-2	-1.2	98	10
Cc1ccc(C)c(S(=O)(=O)Nc2ccccc2C(=O)Nc2ccccc2N2CCOCC2)c1	-8	-2	0	-1	-4	-7	-5	0.1	89	5
C[C@H]1CN([C@@H](C)CO)C(=O)CCCn2nncc2CO[C@@H]1CN(C)C(=O)c1ccncc1	-1	3	0	2	-8	-1	3	1.4	100	1
CCOc1ccc(NC(=O)CN(C)C(=O)/C=C/c2ccco2)cc1OCC	0	2	-1	3	-5	-6	1	0.9	102	1
CC1=C(C(=O)N(C(C)C)C(C)C)CC(CC(=O)NCc2cccc3ccccc23)C(=O)N1Cc1ccccc1 (centres undefined)	2	-1	11	x	-4	-6	10	x	91	x
Cc1ccc(NC(=O)CSCC(=O)NCc2cccc(C(F)(F)F)c2)cc1	-1	3	6	2	-2	-6	-5	-3.2	98	0
O=C(c1ccc(CNS(=O)(=O)c2ccc(Br)cc2)cc1)N1CCCC1	-6	-1	-5	-2	7	10	6	-1.7	96	4
COc1ccc(NC(=O)CS(=O)c2cccc(C(F)(F)F)c2)cc1 (centres undefined)	6	2	2	-4	-6	7	4	2.8	101	-6

Full records, quoted from the list. Order of values: Cardio protect | N-glyco inh | Granule exo inh | PDI inh | CaV13 FRET inh | ABHD5 PLIN5 PPI | HTR2A ag | MC4R barr agon | ABCB6 inh 2 | MC4R antagonist
O=C(NC(=S)Nc1ccc(Cl)cn1)c1cccs1 is listed as -39 | -5 | 2 | -4 | -5 | 2 | -4 | -2.2 | 96 | -1
NC(=O)CSc1oc(-c2cccs2)nc1S(=O)(=O)c1ccccc1 is listed as 13 | -4 | -9 | 10 | 1 | 2 | -1 | -0.1 | 100 | -5

Next part.
SMILES	Cardio protect	N-glyco inh	Granule exo inh	PDI inh	CaV13 FRET inh	ABHD5 PLIN5 PPI	HTR2A ag	MC4R barr agon	ABCB6 inh 2	MC4R antagonist
CC(C)c1cc(NC(=O)C(C)(C)C)cc(C(C)C)c1O	4	0	0	0	-4	0	1	-2.0	93	0
O=[N+]([O-])c1cccc(S(=O)(=O)N2CCc3ccccc3C2)c1	-10	4	-7	2	-2	2	6	0.8	92	-1
CC(=O)C1CCC2C3CCC4=CC(=O)CCC4(C)C3(Br)C(=O)CC12C (centres undefined)	1	-3	-5	1	-5	2	-3	-1.6	104	9
COc1ccc(S(=O)(=O)NCC(=O)N(CC(=O)NCC2CCCO2)c2cc(C)ccc2C)cc1 (centres undefined)	5	1	-2	-6	-1	-7	3	1.6	98	3
CCn1nnc(NC(=O)c2sc3ccccc3c2Cl)n1	-28	-4	-6	5	-5	-2	4	-2.7	106	5
CN(C)S(=O)(=O)c1cc(NC2CC(=O)N(c3ccc(F)cc3)C2=O)ccc1Cl (centres undefined)	-7	1	0	-3	-3	1	-1	-2.0	98	6
COCCCn1nnnc1SCC(=O)N1CCCC1	3	-1	-2	11	-6	-6	0	-1.9	90	5
CN1CC[C@@]2([C@@]34CCN(C)C3Nc3ccccc34)c3ccccc3NC12 (some centres undefined)	0	-2	0	x	x	-1	-3	0.0	92	3
CSC1=NCCN1C(=O)c1c(F)cccc1Cl	-9	-1	-3	-5	-3	4	2	-0.9	85	8
CNC(=O)C1Cc2c(-c3ccc4c(c3)OCO4)ccnc2O1 (centres undefined)	4	-2	0	12	-12	1	3	-1.3	96	7
CC(C)(C)OC(=O)NCCc1nnc(SCC(=O)c2ccc(Cl)cc2)o1	-8	-2	1	4	-4	0	5	-1.5	87	0
Cc1cccc(N2CCN(C(=O)CSc3nc4ccccc4nc3N3CC(C)OC(C)C3)CC2)c1C (centres undefined)	7	-4	21	2	-2	-5	-5	-0.2	172	10
O=C(Cn1cnc2c(cnn2-c2ccc(Cl)cc2)c1=O)NC1CCCCC1	-10	-2	-2	-3	-7	2	6	-1.6	100	12
C[C@]12C[C@H](O)[C@@H]3c4ccc(O)cc4CCC3[C@@H]1CCC2=O (some centres undefined)	3	-2	-3	1	u	0	1	-0.7	99	23
Cn1c(CNc2ccc(Cl)cc2)nnc1SCC#N	3	-1	14	u	-5	2	5	-2.1	96	6
O=C(Cc1ccc(F)cc1)N/N=C/c1ccc2c(c1)OCO2	-7	-1	0	-3	-5	3	-4	-1.4	95	-6
Cc1cccc(NC(=O)c2nc[nH]c2C(=O)NCCCNC(=O)c2[nH]cnc2C(=O)Nc2cccc(C)c2)c1	62*	0	1	8	-5	2	-1	-0.9	89	3
CC(=O)c1c(C)[nH]c(C(=O)Nc2cccc(S(=O)(=O)N3CCCCC3)c2)c1C	1	21	1	0	-6	4	-9	-3.6	93	11
CC(NS(=O)(=O)c1ccc2c(c1)CC(C)N2C(=O)C1CC1)c1ccccc1 (centres undefined)	-5	-2	13	-5	-7	5	3	-1.6	97	2
O=C(NC(=S)Nc1ccccc1Cl)c1cncc(Br)c1	2	1	-5	-5	-2	5	2	-0.3	100	-2
CCCn1cc(CN2CCN(Cc3ccc(C)o3)C(CCO)C2)c(C)n1 (centres undefined)	0	-2	-13	15	-4	-1	-1	-0.1	104	-4
CCCCCCCCC1=NCCc2c1[nH]c1ccccc21	-17	-3	33	0	-3	-2	-3	2.1	109	10
CCOC(=O)CSc1nc2sc3c(c2c(=O)n1-c1ccc(OCC)cc1)CCN(C)C3	6	1	5	7	-24	11	-7	0.9	101	10
OCc1nc2ccccc2n1CCCc1ccccc1	-5	-1	-7	1	-6	-2	-1	-2.2	101	16
CC1Sc2ccc(S(=O)(=O)N3CCN(c4ccccc4)CC3)cc2NC1=O (centres undefined)	-6	-3	0	4	-3	-6	-3	6.0	99	3
SMILES	Cardio protect	N-glyco inh	Granule exo inh	PDI inh	CaV13 FRET inh	ABHD5 PLIN5 PPI	HTR2A ag	MC4R barr agon	ABCB6 inh 2	MC4R antagonist
Cc1ccc(Nc2nnc(SC3CCOC3=O)s2)c(C)c1 (centres undefined)	5	-3	0	-1	-3	5	-3	-1.1	97	-1
Cc1cc(C)c(S(=O)(=O)NCC(c2ccco2)N2CCc3ccccc3C2)c(C)c1 (centres undefined)	-20	0	2	-4	-5	-7	1	-1.0	96	10
CCCNc1nc(NCC)nc(OC)n1	-2	3	0	14	x	0	1	-1.4	105	5
CCn1c(=S)[nH]c2scc(-c3cccs3)c2c1=O	-6	5	2	1	-4	-11	-4	-4.5	91	20
COc1ccc(N2C(=O)CC(Sc3nc(C)c4c(n3)CCCC4)C2=O)cc1 (centres undefined)	2	24	-1	16	-7	-1	-2	-2.8	102	-13
CCCCNC(=O)COC(=O)c1cc(C)nc2ccccc12	-4	0	-1	-1	-6	-1	-1	-2.3	98	14
Cc1ccc(-n2nc(C(=O)O)c(C)c(C#N)c2=O)cc1Cl	2	1	-7	-1	1	-2	2	-2.9	87	-4
CCCOc1ccc(CCC(=O)N/N=C/c2ccco2)cc1	-2	0	-3	8	-3	7	0	-0.7	100	12
Cc1cc(C(F)(F)F)nn1CCCNC(=O)c1cnccn1	13	-1	1	-22	-8	-3	5	-2.1	96	5
CC1=NN(Cc2ccccc2)C(=O)C1C(c1ccc(Cl)cc1)C(C#N)C#N (centres undefined)	5	3	9	-6	-3	6	4	-1.8	102	-18
COc1ccc(CNC(=O)CCNC(=O)c2ccco2)cc1OC	2	0	4	-12	-7	6	2	-0.7	84	1
O=C(Nc1ccc(NS(=O)(=O)c2ccccc2)c(Cl)c1)c1ccccc1	0	-2	-9	3	-15	-7	-11	-0.9	102	26
CCc1nnc(NC(=O)CSc2nnc(C)c(=O)n2N)s1	6	1	0	20	x	4	-1	-4.2	98	-2
CCOc1cc(CC(=O)N[C@@H](CC(C)C)c2ccccc2N2CCCCC2)ccc1C(=O)O	20	2	-6	1	-5	-3	1	0.7	95	4
COc1ccccc1Cc1nc(-c2ccncc2)no1	-14	1	2	1	-5	4	-1	-1.3	95	22
